hcDAF12 agonist – H. contortus DAF-12 activation, primary screen | HEK293 hcDAF-12 lit1-tk-luc reporter, luminescence; 0% DMSO, 100% Δ7-dafachronic acid | activation, % at 6.8 µM | 370,000 compounds, 1.4% hits | AID 652067;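 active = activation above the mean of all tested compounds plus 3 SD, cut at about 5.5% in these data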;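 note: 100% = response to 3 µM Δ7-dafachronic acid high control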
hgDAF12 agonist – hgDAF-12 agonism, primary luciferase screen; activation, % at 6.8 µM; 370,000 compounds, 1.8% hits; HEK293 GAL4-hgDAF12 UAS-luciferase reporter, agonist luminescence; normalized to butyrate control;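 active = activation above a cutoff set at the mean of all screened compounds plus 3 SD, cut at about 10% in these data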;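 note: 0% = DMSO wells and 100% = sodium butyrate wells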
DAX1 inh-1 – inhibitors of human orphan nuclear receptor DAX1 (NR0B1); P51843; HEK293 Gal4-DAX1 luciferase reporter, luminescence; inhibition, % at 6.75 µM; 340,000 compounds, 0.99% hits; AID 504766;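 active = inhibition above the mean over all tested compounds plus 3 SD, cut at about 4.2% in these data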;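 note: 0% = DAX1-transfected cells with DMSO and 100% = empty-vector control cells with DMSO; inhibition shows as a rise in luminescence from relieved DAX1 repression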
ssDAF-12 act – activators of S. stercoralis DAF-12 nuclear receptor | HEK293 ssDAF-12/GRIP1 lit1-tk-luc reporter, luminescence; % of 3 µM dafachronic acid response | activation, % at 6.8 µM | 370,000 compounds, 1% hits | AID 652126;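 active = activation above the mean over all tested compounds plus 3 SD, cut at about 0.9% in these data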;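 note: 0% = DMSO-only wells and 100% = 3 µM delta7-dafachronic acid wells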
DAX1 inh-2 – blocks DAX1 repression of SF-1 activated StAR promoter. HEK293T StAR-luciferase reporter, SF-1/DAX-1 repression relief. inhibition, % at 6.8 µM. 370,000 compounds, 1.1% hits. AID 652010;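 active = inhibition above the mean over all tested compounds plus 3 SD, cut at about 3.6% in these data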;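 note: 0% = DAX-1 cells with DMSO and 100% = cells lacking DAX-1 with DMSO; higher inhibition means more luminescence from relief of DAX-1 repression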
GAA850 FXN act – frataxin GAA850 promoter activation | activation, % at 6 µM | HEK293 lucGAA850 FXN promoter luciferase reporter, 24 h; percent of 10 µM SAHA response | 360,000 compounds, 0.56% hits;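 active = activation above the average of all compounds screened plus 3 SD, cutoff fixed separately per campaign, cut at about 7.5% in these data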;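 note: 0% = DMSO wells and 100% = 10 µM SAHA wells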
SMARCA2 act – increases SMARCA2 function in MMTV reporter cells. activation, % at 9.1 µM. 370,000 compounds, 1% hits. MG213 cells, MMTV-luciferase reporter, dexamethasone, overnight; in the data active = activation above about 7.8%;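 note: 0% = vehicle wells and 100% = reference activator wells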
NPR2 activator – GC-B (human) receptor activation | P20594 | HEK293-GC-B cells, CNP EC30, cGMP TR-FRET; 0% at EC30 CNP, 100% saturating CNP | activation, % at 10 µM | 370,000 compounds, 0.11% hits;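 active = activation at 10 µM reaching about 35% in either raw or pattern-adjusted values, limit read from the data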
Target sequence (P20594 whole entry, looked up): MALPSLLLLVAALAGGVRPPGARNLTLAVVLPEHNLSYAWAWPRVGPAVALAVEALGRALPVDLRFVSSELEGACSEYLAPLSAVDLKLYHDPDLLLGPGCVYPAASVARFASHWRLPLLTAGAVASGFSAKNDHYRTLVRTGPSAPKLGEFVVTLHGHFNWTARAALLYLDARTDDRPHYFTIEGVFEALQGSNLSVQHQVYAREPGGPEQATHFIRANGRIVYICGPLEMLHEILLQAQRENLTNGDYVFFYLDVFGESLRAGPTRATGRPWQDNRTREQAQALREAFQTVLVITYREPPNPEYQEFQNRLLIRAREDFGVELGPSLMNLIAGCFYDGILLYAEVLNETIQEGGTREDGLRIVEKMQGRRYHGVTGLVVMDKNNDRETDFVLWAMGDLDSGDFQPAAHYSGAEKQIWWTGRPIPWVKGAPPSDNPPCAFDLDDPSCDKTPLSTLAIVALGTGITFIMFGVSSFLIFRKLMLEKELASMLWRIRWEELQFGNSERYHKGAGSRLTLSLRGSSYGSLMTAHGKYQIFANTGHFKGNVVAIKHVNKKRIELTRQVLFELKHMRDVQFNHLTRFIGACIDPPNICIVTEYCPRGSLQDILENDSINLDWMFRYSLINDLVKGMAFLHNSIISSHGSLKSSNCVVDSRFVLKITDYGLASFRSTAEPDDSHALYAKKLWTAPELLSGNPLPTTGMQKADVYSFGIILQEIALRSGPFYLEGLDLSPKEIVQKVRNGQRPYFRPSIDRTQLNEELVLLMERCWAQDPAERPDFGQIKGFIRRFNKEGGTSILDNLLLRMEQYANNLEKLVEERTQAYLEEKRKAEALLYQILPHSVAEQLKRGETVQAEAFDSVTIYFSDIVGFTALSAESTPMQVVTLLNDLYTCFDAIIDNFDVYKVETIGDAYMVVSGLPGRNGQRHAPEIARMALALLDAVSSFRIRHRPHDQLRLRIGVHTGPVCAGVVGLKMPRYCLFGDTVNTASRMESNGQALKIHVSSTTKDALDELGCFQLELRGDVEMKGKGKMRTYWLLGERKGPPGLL
GC-A act – GC-A (human) enzyme activation. HEK293 GC-A cells, cGMP TR-FRET, EC30 ANP; 0% at EC30 ANP, 100% saturating ANP. P16066. activation, % at 10 µM. 370,000 compounds, 0.14% hits; in the data active = activation above about 40%
HGIII-sPLA2 inh – Inhibits HGIII-sPLA2 liposome hydrolysis, primary screen; Q9NZ20; QFRET BODIPY PC-A2 liposome hydrolysis, fluorescence; inhibition, % at 12.2 µM; 370,000 compounds, 0.56% hits;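 active = inhibition above mean plus 3 SD of compounds lying within the high and low control bounds, cut at about 19% in these data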;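 note: 0% = median of test compound wells and 100% = no enzyme DMSO wells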
proKLK7 act – activates the human kallikrein-7 zymogen | 370,000 compounds, 0.9% hits | P49862 | purified proKLK7, EDANS-DABCYL substrate fluorescence; 100% is mature enzyme control, 0% vehicle | activation, % at 7 µM;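 active = activation above the mean of all tested compounds plus 3 SD, computed per campaign excluding outliers beyond control limits, cut at about 13% in these data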
* = called active by the depositor; . = not tested or not shown. Compounds were not picked by outcome, and some 6.7% of all compounds hit somewhere here.

The first 2 entries, ahead of the listing:
SMILES | hcDAF12 agonist | hgDAF12 agonist | DAX1 inh-1 | ssDAF-12 act | DAX1 inh-2 | GAA850 FXN act | SMARCA2 act | NPR2 activator | GC-A act | HGIII-sPLA2 inh | proKLK7 act
COc1ccc(S(=O)(=O)NCC2CCCN(Cc3cn(C)nc3C)C2)cc1 (configuration not stated) | -2.2 | 0.4 | 0.6 | -1.3 | 0.3 | 0.5 | 2 | 0 | 4 | -6 | -0.2
O=C(Nc1ccccc1)Nc1cccn(Cc2c(F)cccc2Cl)c1=O | -0.6 | 11* | -1.1 | -1.9 | 1.7 | 0.6 | -4 | 1 | 4 | -11 | 0.4

Main list, from the start:
SMILES | hcDAF12 agonist | hgDAF12 agonist | DAX1 inh-1 | ssDAF-12 act | DAX1 inh-2 | GAA850 FXN act | SMARCA2 act | NPR2 activator | GC-A act | HGIII-sPLA2 inh | proKLK7 act
COc1ccc(S(=O)(=O)NCC2CCCN(Cc3cn(C)nc3C)C2)cc1 (configuration not stated) | -2.2 | 0.4 | 0.6 | -1.3 | 0.3 | 0.5 | 2 | 0 | 4 | -6 | -0.2
O=C(Nc1ccccc1)Nc1cccn(Cc2c(F)cccc2Cl)c1=O | -0.6 | 11* | -1.1 | -1.9 | 1.7 | 0.6 | -4 | 1 | 4 | -11 | 0.4
COc1ccc2nc3ccccc3nc2c1 | 0.6 | 9.2 | 1.6 | -0.3 | 2.8 | 2.4 | 6 | -4 | 3 | 1 | 5.0
Nn1c(COc2ccccc2F)nnc1SCC(=O)NC1CCS(=O)(=O)C1 (configuration not stated) | 0.1 | -0.1 | -0.7 | -1.4 | -0.4 | 1.7 | 3 | 3 | 1 | -4 | -0.1
COc1ccc(NC(=O)c2cc(OC)c(OC)c(OC)c2)cc1S(=O)(=O)N1CCCCC1 | -3.2 | -3.9 | -0.4 | -2.1 | -0.9 | -1.2 | -5 | 13 | 6 | -4 | -0.1
C[C@@H]1CN([C@H](C)CO)C(=O)c2cc(Br)cnc2O[C@H]1CN(C)Cc1ccccc1 | -0.1 | -0.9 | 2.3 | -1.2 | 0.1 | -0.8 | -3 | -7 | -4 | 2 | -0.7
Cc1ccc(OCC(=O)NNC(=O)Cn2c(=O)cnc3ccccc32)cc1 | -0.9 | -0.6 | 1.8 | -1.0 | 0.1 | 0.8 | -1 | 2 | 3 | 4 | 0.1
O=c1cc(N2CCCC2)c2ccccc2o1 | 0.4 | 2.8 | -0.5 | -1.1 | -1.0 | 0.8 | -2 | -4 | -10 | -1 | -0.3
O=C(O)c1ccc[n+](Cc2ccc([N+](=O)[O-])cc2)c1 | -0.6 | 0.4 | . | -1.2 | 0.3 | -0.8 | -5 | -1 | 1 | 0 | -0.5
Cn1cc(C(=O)Nc2cccc(F)c2)cn1 | -0.7 | 0.8 | 0.6 | -0.8 | 0.7 | 1.5 | 1 | 1 | 3 | 4 | -0.4
CC(C)C[C@H]1COc2cc(NCCCN3CCOCC3)ccc2S(=O)(=O)N1 | 1.4 | 1.0 | . | -0.7 | -0.4 | . | -2 | 0 | 3 | 3 | -0.4
Cc1cccc(C)c1NC(=O)c1ccccc1C(=O)O | -1.4 | 3.4 | 0.7 | -0.9 | -0.5 | 0.5 | 0 | 3 | 1 | -1 | -0.4
COc1ccc(NC(=O)C2CCCNC2=O)cc1 (configuration not stated) | 3.3 | 1.1 | 0.6 | -0.1 | 0.3 | -0.8 | -2 | 0 | 1 | 10 | 0.1
CCc1cc(C(N)=O)c(NC(=O)c2ccc(OC)cc2)s1 | -0.6 | 3.4 | -2.5 | -0.6 | -0.9 | 5.6 | -1 | -20 | -5 | -4 | 0.7
N=c1c(C(=O)NCc2ccc3c(c2)OCO3)cc2c(=O)n3ccccc3nc2n1CC1CCCO1 (configuration not stated) | -0.5 | 2.1 | 0.6 | -1.0 | -1.1 | 1.0 | -2 | 1 | 9 | 4 | 1.5
COc1ccc(O)c(/C=N/NC(=O)c2ccc(CSc3nc(C)cc(C)n3)cc2)c1 | -7.4 | -12 | -2.5 | -2.8 | -3.6 | -2.0 | -7 | 3 | 3 | 8 | -2.8
CCOc1ccc(NC(=O)CC2C(=O)N(c3ccc(OC)cc3)C(=O)N2Cc2ccc(OC)cc2)cc1 (configuration not stated) | -0.3 | 3.1 | -1.0 | -0.4 | -1.2 | -8.8 | 1 | 5 | 1 | -21 | 0.3
CCn1cc(C(=O)NCC2CCCO2)c(=O)c2cc(S(=O)(=O)N3CCC(C)CC3)ccc21 (configuration not stated) | -1.3 | 1.1 | 3.7 | -1.5 | 0.6 | 0.8 | 0 | 7 | 1 | -1 | 0.6
Cn1c(NC2=NC3(CCCC3)C3=C(CCCC3=O)N2)nc2ccccc21 | 0.3 | 0.8 | . | -1.2 | . | . | . | -13 | -8 | -6 | .
O=C(COc1coc(CN2CCc3ccccc3C2)cc1=O)Nc1cccc([N+](=O)[O-])c1 | -2.1 | -2.1 | -0.8 | -1.5 | -1.9 | -0.2 | 0 | -6 | -2 | -4 | 0.1
CCC(C)(C#CCN1CCCCC1)OCCC#N (configuration not stated) | -2.0 | -0.8 | -0.7 | -1.3 | -0.1 | 2.4 | -1 | 5 | 1 | 2 | -0.2
COC(=O)c1cn(C(=O)c2ccco2)c2ccccc12 | -2.0 | -2.0 | -0.3 | -1.2 | 0.8 | -0.2 | -1 | -2 | -1 | -4 | -0.1
Cc1ccc(N2C(=O)CCSC23C(=O)Nc2ccccc23)cc1 (configuration not stated) | -0.3 | 2.6 | -1.3 | -0.2 | -0.4 | -3.0 | 0 | -10 | -2 | -6 | 0.7
C=CCNc1nc2c(c(=O)n(C)c(=O)n2C)n1CCCCCC | -3.2 | -8.1 | -5.0 | -2.9 | -3.1 | -5.9 | -6 | 29 | 34 | 3 | -0.2
CC(C)(C)c1ccc(S(=O)(=O)N2CCCC(C(=O)NCc3ccco3)C2)cc1 (configuration not stated) | -2.6 | -3.2 | . | -1.1 | -0.6 | . | -4 | -2 | 6 | -20 | 0.2
COc1cccc(-n2c(SCC(=O)NC3CCCC3)nnc2-c2ccco2)c1 | -1.5 | 0.1 | -0.5 | -1.8 | -0.4 | 1.6 | -2 | 4 | -2 | -6 | 0.0
Cc1ccnc(SCc2cc(=O)c(OC(=O)c3ccc(C#N)cc3)co2)n1 | -0.1 | -0.2 | . | -1.7 | . | . | . | -8 | -2 | 14 | .
O=c1c(O)c(-c2ccc(O)cc2)oc2cc(O)cc(O)c12 | 1.8 | 15* | 2.9 | -0.8 | 1.6 | -0.7 | 3 | 0 | -2 | 2 | -9.1
CN(C)S(=O)(=O)c1ccc(C(=O)OCC(=O)NC(=O)NC2CCCC2)cc1 | -0.7 | 1.7 | -0.1 | -0.7 | -1.0 | -0.4 | -1 | -7 | -5 | 4 | -0.6
O=c1oc2cc(Br)ccc2n1CSC1=NCCS1 | 2.0 | 4.2 | 2.1 | -0.4 | -0.4 | -0.9 | 5 | -9 | -6 | 1 | -1.0
Cc1ccc(Cl)c(NC(=O)CSc2cccc[n+]2[O-])c1Cl | -0.7 | 0.0 | 0.7 | -1.8 | -0.2 | -0.3 | -1 | -3 | -1 | -3 | -0.2
Cn1c(N/N=C/c2cc3ccccc3nc2Cl)nc2ccccc21 | 12* | 15* | -1.7 | 1.4* | 3.4 | 4.1 | 6 | 1 | 1 | -10 | -0.6
CN(C)S(=O)(=O)c1ccc(C(=O)OCC2CCCO2)cc1 (configuration not stated) | -0.2 | 0.4 | -0.5 | -1.1 | 0.3 | 0.4 | 1 | -5 | -3 | 0 | -0.1
CCOC(=O)CON1C(=O)C(C)(C)N(OCC(=O)OCC)C(=O)C1(C)C | -0.5 | -0.9 | -0.4 | 1.0* | 0.8 | 0.7 | 1 | 7 | 1 | 2 | -0.2
CC(C)(C)NC(=O)C1CCN(S(=O)(=O)c2ccc(Br)cc2)CC1 | -0.1 | 2.0 | 0.0 | -0.3 | 0.2 | -2.0 | 4 | 8 | 5 | -4 | 0.0
Cc1c(-c2nc(N)nc(Nc3ccccc3)n2)oc2ccccc12 | 2.8 | 11* | 2.0 | 0.0 | 2.0 | 6.1 | 5 | -33 | -13 | -21 | -24
CCCCN(C(=O)c1cccc(S(=O)(=O)N2CCCC2)c1)c1c(N)n(CCC)c(=O)[nH]c1=O | 1.1 | -1.1 | 0.2 | -1.7 | -0.1 | 1.0 | 4 | -2 | 2 | 2 | 0.2
CCC(C)(C(=O)NC1CCCCC1)N(CC1CCCO1)C(=O)Cc1cccs1 (configuration not stated) | 0.2 | 0.5 | -0.2 | -2.1 | -1.3 | 1.4 | 2 | 0 | -1 | -4 | -0.1
COc1cc(-c2noc(C)n2)cc(OC)c1OC | -1.2 | -1.2 | 0.7 | -1.2 | 0.2 | 1.2 | -2 | -1 | -4 | 6 | 0.2
NNC(=O)CSc1c(-c2cccs2)[nH]c2ccccc12 | 1.4 | -0.8 | -0.8 | -1.2 | -1.1 | 1.4 | -2 | -2 | -4 | -10 | -0.3
O=C1c2cccc(NCCCNCCO)c2C(=O)c2cccc(NCCCNCCO)c21 | 4.5 | 4.7 | 0.5 | 1.0* | -2.2 | 0.9 | 28* | -25 | -37 | 27* | 0.2
CCOC(=O)c1[nH]ncc1CN1CCN(Cc2ccccc2)C(CCO)C1 (configuration not stated) | -1.3 | 1.4 | 2.6 | -2.2 | 0.3 | -0.6 | -1 | 5 | 0 | -7 | 0.0
O=C1NC(c2cccc(OCc3ccccc3)c2)Nc2ccccc21 (configuration not stated) | 0.2 | -1.6 | -2.8 | -0.5 | 0.9 | -2.4 | -5 | 4 | 1 | -14 | 14*
O=C1C=C(c2cccc3c2sc2ccccc23)C[C@@H](c2ccc(F)cc2)C1 | 0.4 | 0.7 | 2.0 | -1.1 | 0.0 | -0.5 | 3 | 1 | 3 | 6 | 0.2
Nc1nc(NCc2c(F)cccc2Cl)nn1-c1ccccc1 | 1.4 | 1.5 | 1.1 | -0.5 | 0.6 | 0.9 | -4 | -4 | -2 | 4 | -0.7
O=C(C1CCN(Cc2cn[nH]c2-c2ccc(F)cc2F)CC1)N1CCOCC1 | 0.7 | 3.9 | -0.6 | -0.8 | 1.5 | 0.4 | -6 | -1 | 2 | 0 | 0.4
CCOc1ccc(-n2c(N)c(C(=O)N3CCN(C)CC3)sc2=S)cc1 | -1.3 | 0.8 | 0.3 | -1.4 | 0.0 | 1.1 | -2 | 1 | 4 | 0 | 0.7
Cn1c(=O)c2c(ncn2CC(=O)OCC(=O)NCc2ccc(Cl)cc2)n(C)c1=O | 1.7 | 1.7 | -1.4 | -1.5 | -0.6 | 0.2 | 1 | -5 | -1 | 1 | 0.2
CCCS(=O)(=O)c1snnc1C | -1.9 | -2.9 | -0.1 | -0.5 | 0.1 | -0.3 | -6 | -2 | 0 | 3 | -0.8
CC(=O)Nc1ccc(NC(=O)CCc2c(C)noc2C)cc1 | 0.4 | -0.9 | 0.1 | -1.0 | -0.8 | 0.8 | -2 | -4 | -1 | 8 | 0.6
C=CCC(C)(NCc1ccccc1)c1ccccc1 (configuration not stated) | 0.2 | 2.0 | 0.8 | -0.8 | -0.4 | -1.1 | -2 | -13 | -7 | 12 | -0.6
